Assay outcomes deposited in PubChem by several laboratories.
INS promoter inh: inhibitors of insulin promoter-driven GFP, primary screen, imaging, TRM-6 cells (human fetal islet line), eGFP reporter, cell count; reporter expression induced with tamoxifen; 130,000 tested, 0.9% active; inhibition, % at 2 µM;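 active = inhibition above the mean plus 3 SD, with well images judged a real hit on visual review, cut at about 60% in these data, passing the limit was not always enough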
sdo1 growth: growth rescue of sdo1-depleted yeast, primary screen, S. cerevisiae, bone marrow failure model. S. cerevisiae sdo1-depleted JHY4D growth rescue, OD600 30 h; hits give high values; pdr5 snq2 efflux-pump mutant strain. 140,000 tested, 0.21% active. z-score at 10 µM;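 active = z-score above 3 at both the 24 hr and the 30 hr optical density reads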;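 note: z-score against mean and SD of all compound wells on the same plate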
sdo1 growth Rescue 24 h: second read-out of sdo1 growth, no call of its own (marks repeat the call); z-score; S. cerevisiae sdo1-depleted JHY4D growth rescue, OD600; measured here: growth rescue at 24 h;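 0 is the plate mean of compound wells and units are plate SD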
Numbers without * were called inactive; nt = no result given.

Every second line gives: INS promoter inh | sdo1 growth | sdo1 growth Rescue 24 h
- Cc1cc(C)nc(SCc2nnc(SCC(=O)Nc3ccc(C)c(C)c3)n2Cc2ccco2)n1
 : -6 | -0.64 | 0.48
- COc1cccc(C(=O)N2CCC(N3CC(C)OC(C)C3)CC2)c1 (configuration not stated)
 : -50 | -0.47 | -0.71
- CCOC(=O)C1=CN(c2cccc(F)c2)C=C(C(=O)OCC)C1c1cc(OC)c(O)c([N+](=O)[O-])c1
 : 0 | -1.1 | -0.98
- O=c1c2ccccc2cnn1-c1ccc2ccccc2c1
 : 11 | -0.84 | -1.3
- Cc1ccc(NS(=O)(=O)c2cc(-c3n[nH]c(=O)c4ccccc34)ccc2C)cc1
 : -52 | -0.07 | 0.11
- Cc1nn(CC(O)Cn2cnc3c2c(=O)n(C)c(=O)n3C)c(C)c1Br (configuration not stated)
 : 24 | -0.2 | -0.29
- CCN(CC(=O)Nc1c(C(=O)OC)[nH]c2ccc(C)cc12)c1ccc2c(c1)OCO2
 : -91 | -1.5 | -1.2
- COc1cccc(C(=O)Oc2c(CN3CCOCC3)cc(Cl)c3cccnc23)c1
 : 14 | 0.33 | 0.46
- COc1ccc2c(c1)OC(c1ccccc1)(C(F)(F)F)NC2=O (configuration not stated)
 : nt | -0.19 | -0.53
- O=C(CN1CCOCC1)n1c2ccccc2c2ccccc21
 : -26 | 0.59 | 0.65
- C[C@H]1CC[C@H]2C(=O)N3[C@H](c4cccc(N5CCCC5=O)c4)[C@@H](C)CC[C@H]3C(=O)N2[C@@H]1c1cccc(N2CCCC2=O)c1
 : -67 | 0.13 | -0.52
- COC(=O)C1CCN(C(=O)N2CCOCC2)CC1
 : -71 | 1.1 | 0.25
- O=C(CSc1nnnn1C1CCCC1)Nc1ccc2c(c1)OCCO2
 : 73* | 0.3 | 0.46
- CCOC(=O)N1CCN(C(=O)C2CCN(C(=O)c3cc(OC)cc(OC)c3)CC2)CC1
 : -12 | 1.9 | 2.5
- CC1=C(C(=O)N(C)C)C(c2ccc(C)s2)NC(=S)N1 (configuration not stated)
 : 14 | nt | nt
- COc1cccc(C(=O)N/N=C(/CCC(=O)O)c2ccccc2)c1
 : -50 | 0.4 | -0.42
- Cc1cc(-c2nnc(CCC(=O)NC(C)c3ccc(F)cc3)o2)no1 (configuration not stated)
 : 45 | nt | nt
- CN(C)c1ccc(CN(C(=O)COc2ccc(F)cc2)C2CCS(=O)(=O)C2)cc1 (configuration not stated)
 : 33 | -0.24 | -0.56
- Cc1ccc(C(=O)N2CCC(C(N)=O)CC2)cc1C
 : -100 | 1.1 | 1.1
- CC(NC(=O)c1ccccc1O)c1ccccc1 (configuration not stated)
 : 39 | -0.92 | -0.69

Sorted by length of the SMILES (descending): some entries from above
Every second line gives: INS promoter inh | sdo1 growth | sdo1 growth Rescue 24 h
- CCN(CC(=O)Nc1c(C(=O)OC)[nH]c2ccc(C)cc12)c1ccc2c(c1)OCO2
 : -91 | -1.5 | -1.2
- CN(C)c1ccc(CN(C(=O)COc2ccc(F)cc2)C2CCS(=O)(=O)C2)cc1 (configuration not stated)
 : 33 | -0.24 | -0.56
- COc1cccc(C(=O)N2CCC(N3CC(C)OC(C)C3)CC2)c1 (configuration not stated)
 : -50 | -0.47 | -0.71
- CC1=C(C(=O)N(C)C)C(c2ccc(C)s2)NC(=S)N1 (configuration not stated)
 : 14 | nt | nt
- CC(NC(=O)c1ccccc1O)c1ccccc1 (configuration not stated)
 : 39 | -0.92 | -0.69

Next section
Every second line gives: INS promoter inh | sdo1 growth | sdo1 growth Rescue 24 h
- COc1ccc(Cl)cc1NC(=O)c1ccco1
 : 6 | -0.27 | -0.67
- O=S1(=O)N=C(Nc2ccc(N3CCOCC3)c(Cl)c2)c2ccccc21
 : 0 | nt | nt
- O=C(CCCCCNC(=O)c1ccccc1)C[N+](=O)[O-]
 : -8 | nt | nt
- Cc1ccccc1NC(=O)N1CCc2ccccc2C1
 : 10 | nt | nt
- C=CCN1C(=O)C2(/C(=C(\O)c3ccc4c(c3)OCCO4)C(=O)C(=O)N2CCCOC)c2ccccc21 (configuration not stated)
 : -10 | 0.26 | 0.64
- CSc1nc(N(C)C)c2ccccc2n1
 : 44 | nt | nt
- COc1ccc(N(CC(=O)Nc2ccccc2C(=O)NCCc2ccccc2)S(C)(=O)=O)cc1OC
 : 0 | 0.7 | 0.53
- CS(=O)(=O)N(CC(=O)N1CCN(c2cccc(Cl)c2)CC1)C1CCCCC1
 : 0 | 0.06 | -0.07
- O=C(CCN1CCc2ccccc2C(O)(c2ccccc2)C1)c1ccc2c(c1)OCCO2 (configuration not stated)
 : 62 | nt | nt
- CN(C)S(=O)(=O)c1ccc(C(=O)Nc2nnc(-c3cccs3)o2)cc1
 : 19 | nt | nt
- O=C(COC(=O)COc1ccccc1[N+](=O)[O-])Nc1ccccc1Br
 : 19 | -0.63 | -0.48
- Nc1c(-c2ccccc2)cnn1-c1ccc(C(=O)O)cc1
 : -31 | -0.45 | -0.61
- COc1ccc(C(=O)NNC(=S)NC(=O)/C=C/c2cccs2)cc1
 : 63 | nt | nt
- COc1ccc(CN2CNc3nc4ccccc4n3C2)cc1
 : 0 | -0.08 | -1.1
- COc1ccc(C2=NN(C(=O)CSc3cn(C)c4ccccc34)C(c3ccc(OC)cc3)C2)cc1 (configuration not stated)
 : nt | 0.03 | -0.22
- CCOc1c(OC(C)=O)ccc(/C=C/c2ccc3cccc(OC(C)=O)c3n2)c1[N+](=O)[O-]
 : -20 | -1.9 | -1.4
- Cc1ccc(C(=O)OCC(=O)Nc2sc3c(c2C#N)CCCCC3)cc1NC(=O)c1ccco1
 : nt | -0.34 | -0.42
- Cc1ccc(NC(=O)c2ccc(N3CCOCC3)c([N+](=O)[O-])c2)cc1S(=O)(=O)N1CCOCC1
 : nt | 1.5 | 1.2
- CCOC(=O)C1=C(C)C2C3C(=O)N(c4cc(C)ccc4C)C(=O)C3C1(C)C1C(=O)N(c3cc(C)ccc3C)C(=O)C21 (configuration not stated)
 : nt | -0.26 | 0.08
- COc1ccccc1-n1cnc2cc(C(=O)NCc3ccco3)ccc21
 : 9 | -0.49 | -0.82
- CCN(CCO)c1ncnc2c1sc1nc(C(C)C)c3c(c12)CC(C)(C)OC3
 : 27 | -0.36 | 0.27
- COc1ccc([N+](=O)[O-])cc1NC(=O)CCN1CCN(c2ccccc2)CC1
 : 20 | nt | nt
- O=C(CC1CCCCC1)c1c(O)c2ccccc2oc1=O
 : -11 | -0.3 | -0.21
- O=C1c2ccccc2C(=O)N1OCc1c(F)cccc1Cl
 : 54 | nt | nt
- CN1CCN(Cc2cc(=O)oc3cc4c(cc23)CCC4)CC1
 : 0 | 0.07 | -0.51
- O=C(NC1CCN(Cc2ccccc2)CC1)c1ccc(N2CC3CC(C2)c2cccc(=O)n2C3)c([N+](=O)[O-])c1 (configuration not stated)
 : -8 | nt | nt
- COc1ccc(Cl)cc1NC(=S)NCCC(c1ccccc1)c1ccccc1
 : nt | -0.62 | -0.72
- Cc1cc(C)cc(CSCC(=O)N/N=C/c2ccc(OCC(=O)NCc3ccco3)cc2)c1
 : 4 | -0.79 | -0.94
- CN(C)CCCN1C(=O)c2cccc3c(Br)ccc(c23)C1=O
 : -69 | nt | nt
- O=C(Nc1cc([N+](=O)[O-])ccc1F)C1CC1
 : -18 | 1.7 | 1.5
- O=C(Nc1ccc(O)c(-c2nc3ccccc3o2)c1)C1(c2ccc(Cl)cc2)CCCC1
 : nt | 0.15 | -0.16
- COc1ccc(C(=O)Nc2cccc(C(=O)NCc3ccco3)c2)cc1
 : 67* | nt | nt
- CC1CCCCN1Cc1c(O)ccc2c(=O)c(-c3nc4ccccc4s3)c(N)oc12 (configuration not stated)
 : nt | -1.6 | -1.4
- Cc1nc(NC(=O)c2ccccc2)nc2cc3c(cc12)OCO3
 : 34 | 0.23 | 0
- Cc1cc2c(c(=O)n1Cc1cccnc1)C(c1cccs1)C(C#N)=C(N)O2 (configuration not stated)
 : 12 | -0.14 | -0.67
- O=C1c2ccccc2C(Nc2ccc3c(c2)OCCO3)N1c1ccc(Cl)cn1 (configuration not stated)
 : nt | -1.3 | -0.99
- Cc1ccc(CC(=O)N2CC(C)OC(C)C2)cc1 (configuration not stated)
 : -31 | 1.5 | 1.6
- COc1cc(C)c(S(=O)(=O)Nc2ccccc2F)cc1C
 : -57 | 0.3 | 1.7
- CSc1nc(-c2ccco2)nn1C(=O)c1ccc(C)cc1
 : nt | 1.2 | 0.9
- CC(=O)C1C(c2ccc(C)cc2)c2c(n[nH]c2C)CC1(C)O (configuration not stated)
 : 6 | 1.6 | 0.53

Single entries from the entries so far.
Result of `CSc1nc(-c2ccco2)nn1C(=O)c1ccc(C)cc1` in sdo1 growth Rescue 24 h: 0.9
Result of `CN(C)CCCN1C(=O)c2cccc3c(Br)ccc(c23)C1=O` in INS promoter inh: -69

Next section.
Every second line gives: INS promoter inh | sdo1 growth | sdo1 growth Rescue 24 h
- N#Cc1c(N)c(C(=O)c2ccccc2)n2c1CCCC2
 : -237 | -0.03 | -0.32
- CCOC(=O)C1(Cc2ccc(Cl)cc2)CCN(C(=O)C2=NNC(=O)CC2)CC1
 : -46 | nt | nt
- Cc1cccc(C)c1OC(=O)CSc1nnc(-c2ccccc2O)o1
 : 3 | -1.5 | -0.03
- CCC(C)NC(=O)C1(C)CCC(=O)N1CCc1ccc(OC)c(OC)c1 (configuration not stated)
 : -11 | 0.53 | 2.2
- CCCOc1ccc(-c2nc(C#N)c(N3CCN(C)CC3)o2)cc1
 : 35 | 0.03 | -1.1
- O=C(CCSCCc1ccccn1)Nc1ccc(Cc2ccncc2)cc1
 : 14 | nt | nt
- Cc1ccc(S(=O)(=O)NCCCCCC(=O)Nc2ccccn2)cc1
 : -22 | 0.8 | 0.76
- COC(=O)CSc1nnc(CNC(=O)c2cccs2)n1-c1cccc(C)c1
 : nt | 0.29 | -1.1
- COc1ccc(CNC(=O)C(c2ccco2)N(C(=O)c2csnn2)c2cccc(C)c2C)cc1 (configuration not stated)
 : -12 | -0.9 | -0.66
- O=C(O)c1ccc(COc2cccc(CO)c2)cc1
 : -33 | 1.1 | 0.45
- CCSc1nc(C)cc(C)c1S(=O)(=O)c1ccccc1C
 : -50 | -0.68 | 0.36
- CN1CCN(C(=O)CC2(CC(=O)O)CCCC2)CC1
 : -33 | nt | nt
- COc1ccc(C2C(C#N)=C(N)N(c3ccccc3C#N)C3=C2C(=O)CCC3)cc1CN1CCCC1 (configuration not stated)
 : -20 | 1.2 | 0.76
- Cc1cc2c(cc1C)C(c1cc(Br)ccc1F)CC(=O)N2 (configuration not stated)
 : -19 | -2.1 | -1.4
- O=C(NC(c1ccccc1)c1ccccc1)c1ccc(S(=O)(=O)C(F)F)cc1
 : 0 | -1 | -0.32
- FC(F)(F)c1cnc(Sc2nc3nccc(-c4ccc(Cl)cc4)n3n2)c(Cl)c1
 : -39 | -1.1 | -0.35
- CCOc1ccc(C(=O)NCCN(C)C)cc1
 : -34 | -0.05 | -0.3
- O=C(NCCO)c1cc2ccccc2c(=O)s1
 : 25 | 0.03 | 0.33
- O=C(CN1CCN(C(=O)c2ccccc2)CC1)Nc1ncc(Br)cc1Br
 : 50 | 1.2 | 1.5
- CCOc1cc(N2CCOCC2)c(OCC)cc1NC(=O)c1ccc(S(C)(=O)=O)cc1
 : -12 | nt | nt
- CCc1ccc(NC(=O)CSCCO)cc1
 : -83 | 0.7 | -0.33
- CN(C)c1ccc(C(C(=O)NC(C)(C)C)N(C(=O)c2csnn2)C2CC2)cc1 (configuration not stated)
 : -55 | -0.75 | -0.1
- CC(C)OC(=O)CN1C(=O)c2ccccc2C1=O
 : -9 | -0.06 | -0.58
- CCc1ccc(C(=O)NC(C(=O)O)C(C)C)cc1 (configuration not stated)
 : -3 | -0.14 | -0.38
- CCOCCCNC(=O)c1ccc(CS(=O)(=O)Cc2ccc(C)cc2)o1
 : 0 | 0.14 | -0.7
- NC(=O)c1ccc(N2CCN(S(=O)(=O)c3ccccc3)CC2)c([N+](=O)[O-])c1
 : -33 | nt | nt
- CC(C)(C)C(=O)Oc1cc(N)n(S(=O)(=O)c2ccc(F)cc2)n1
 : 56 | 0.04 | -0.38
- O=C(Nc1ccc([N+](=O)[O-])cc1)c1cn(-c2ccccc2)nc1-c1cc2ccccc2o1
 : -37 | -1 | -0.37
- CN(C)/C=C/C(=O)c1nnn(C2CCCCC2)c1NC1CCCCC1
 : -55 | -0.94 | -0.91
- CCN(CC)S(=O)(=O)c1cccc(C(=O)Nc2nncs2)c1
 : 35 | 0.14 | 0.07
- CCOc1ccc(Oc2cc(N)cc([N+](=O)[O-])c2)cc1
 : 27 | nt | nt
- O=C(Cc1c[nH]c2ccccc12)N/N=C/c1cccc(F)c1
 : nt | -0.29 | -0.66
- CCOC(=O)N1CCC(NC(=O)c2ccc(OC)c(CN3CC(=O)N4CCCC4C3=O)c2)CC1 (configuration not stated)
 : -22 | 0.27 | -0.56
- CC(=O)c1cccc(N2Cc3ccccc3C2=NC(=O)CCl)c1
 : -84 | nt | nt
- CCn1nc(C(=O)NNC(=O)COc2ccc(OC)cc2)c2ccccc2c1=O
 : 47 | 0.84 | -0.03
- COc1ccc(NC(=O)C/C(C)=N/NC(=O)C(=O)NC2CCCCC2)c(OC)c1
 : -150 | nt | nt
- CCO/C(C)=C1\N=C(c2ccc(Cl)cc2)OC1=O
 : nt | 1.1 | 0.55
- CC(=O)Nc1ccc(C(=O)OCC(=O)c2cccc([N+](=O)[O-])c2)cc1
 : nt | 0.2 | 0.14
- Cc1ccc2cc(CCNS(=O)(=O)c3ccc(F)cc3)c(=O)[nH]c2c1
 : 30 | 0.5 | 0.89
- CCOCc1nnc(NC(=O)COC)s1
 : -23 | 2 | 1.8
- CCOC(=O)c1cc(CC)sc1NC(=O)c1cc(OCC)c(OCC)c(OCC)c1
 : 0 | 0.29 | 0.25
- CCc1ccc(NC(=O)CSc2nnc(Cc3cccn3C)n2-c2ccc(OC)cc2)cc1
 : nt | -1.7 | -1.7
